LEDGF integ inh: blocks HIV-1 LEDGF/p75-dependent DNA integration; inhibition, % at 3.7 µM; TR-FRET IN-LEDGF/p75 DNA integration, Eu/Cy5; AID 743269; 370,000 tested, 0.64% active;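 active = inhibition above the screen-wide mean plus 3 SD, cut at about 13% in these data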;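 note: signal is the Cy5 over europium emission ratio at 671 and 618 nm; 0% = plate median of compound wells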
PRMT1 inh: PRMT1 (human) inhibition, primary screen. inhibition, % at 2.79 µM. AID 652257. 370,000 tested, 1.3% active. recombinant PRMT1, activity-based probe fluorescence polarization. Q99873;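 active = inhibition above about 21% made by adding two undisclosed values, limit read from the data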
Target sequence (Q99873 whole entry, looked up): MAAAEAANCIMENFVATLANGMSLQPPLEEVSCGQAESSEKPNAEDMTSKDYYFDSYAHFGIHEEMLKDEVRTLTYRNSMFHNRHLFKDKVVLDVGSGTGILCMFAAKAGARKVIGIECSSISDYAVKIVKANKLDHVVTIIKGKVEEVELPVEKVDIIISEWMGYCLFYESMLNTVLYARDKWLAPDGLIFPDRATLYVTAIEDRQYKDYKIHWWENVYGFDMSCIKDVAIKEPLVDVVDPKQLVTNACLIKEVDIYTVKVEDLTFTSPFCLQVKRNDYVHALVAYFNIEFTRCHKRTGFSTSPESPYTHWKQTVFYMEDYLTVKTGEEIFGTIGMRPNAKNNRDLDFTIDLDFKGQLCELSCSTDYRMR
TCR-CD3 inh: human TCR-CD3 binding inhibition. inhibition, % at 9.4 µM. 360,000 tested, 0.37% active. TAMRA-labeled TCR probe fluorescence, biochemical. AID 651800; in the data active = inhibition above about 19%;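 note: recombinant mutant TCR 2C K166C tagged with TAMRA read by polarization; 0% = receptor in buffer alone and 100% = receptor with positive control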
UHRF1 binding: human UHRF1 methylated DNA binding inhibitors | 370,000 tested, 0.75% active | inhibition, % at 4.4 µM | UHRF1 binding to methylated oligo, TR-FRET | AID 687016 | Q96T88; in the data active = inhibition above about 21%;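 note: UHRF1 SRA domain binding a hemimethylated CpG hairpin DNA probe; 0% = median of test compound wells and 100% = reference inhibitor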
mABHD4 FP: inhibitors of mouse ABHD4; purified mABHD4, FP-Rh probe fluorescence polarization; inhibition, % at 8.92 µM; 370,000 tested, 0.54% active; AID 720543;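 active = inhibition exceeding the mean over every tested compound plus 3 SD, cut at about 30% in these data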;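 note: 0% = plate median of compound wells and 100% = S159A mutant with DMSO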
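system = mouse ABHD4 enzyme, wild type | medium = HEPES pH 7.0, NaCl, Pluronic buffer | also added = FP-Rh probe | incubation = Enzyme–compound pre-incubation 45 min, then probe 60 min, both 25 °C | technique = fluorescence polarization, excitation 525 nm, emission 598 nm, BODIPY TMR filters | controls = S159A mutant high control, sample median low control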
PG9 binder: small molecules binding HIV-1 gp120 antibody PG9 | 360,000 tested, 0.43% active | inhibition, % at 6.7 µM | TR-FRET gp120-PG9 antibody binding | AID 624416; in the data active = inhibition above about 8.5%
NR1D1 modulator: modulates human Rev-erb alpha binding to DNA; P20393; Rev-erbα–FITC-DNA binding, fluorescence polarization, 90 min; activity, % at 10 µM; 370,000 tested, 0.79% active;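 active = activity above about 14%, limit read from the data; passing the limit was not always enough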;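 note: 0% = DMSO wells with 35 nM protein and 100% = DMSO wells with 750 nM protein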
HTRA1 inhibitor: inhibitors of human serine peptidase HTRA1. recombinant HTRA1, FP-rhodamine activity-based probe, fluorescence polarization. 340,000 tested, 0.5% active. Q92743. inhibition, % at 5.96 µM; in the data active = inhibition above about 36%;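 note: 0% = enzyme with DMSO and 100% = wells lacking enzyme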
MBD2 DNA inh: MBD2-methylated oligo binding inhibition; TR-FRET, MBD2 binding to methylated oligonucleotide; inhibition, % at 4.4 µM; 370,000 tested, 0.31% active; in the data active = inhibition above about 13%
Target sequence (Q9UBB5 whole entry, looked up): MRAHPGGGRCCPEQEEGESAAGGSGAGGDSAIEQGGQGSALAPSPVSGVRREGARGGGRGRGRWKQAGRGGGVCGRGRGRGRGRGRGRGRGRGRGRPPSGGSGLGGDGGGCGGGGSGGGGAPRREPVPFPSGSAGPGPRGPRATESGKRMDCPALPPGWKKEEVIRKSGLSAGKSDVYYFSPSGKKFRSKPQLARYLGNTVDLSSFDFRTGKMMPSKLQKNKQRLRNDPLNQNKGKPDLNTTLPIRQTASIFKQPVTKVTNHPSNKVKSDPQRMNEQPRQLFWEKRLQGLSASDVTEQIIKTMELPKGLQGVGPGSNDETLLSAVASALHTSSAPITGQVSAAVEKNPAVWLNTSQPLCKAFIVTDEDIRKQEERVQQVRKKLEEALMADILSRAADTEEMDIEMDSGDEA
rCAG RNA binder: binds r(CAG) RNA repeats. r(CAG) RNA repeat, TO-PRO-1 dye displacement fluorescence. inhibition, % at 3 µM. 370,000 tested, 1.3% active. AID 651821;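 active = inhibition above the plate cutoff, the mean of all test compounds on that plate plus 3 SD, cut at about 35% in these data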;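 note: 0% = DMSO alone and 100% = 100 µM mitoxantrone as full dye displacement; higher means more dye released from RNA so lower well fluorescence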
Numbers without * were called inactive; · = not tested or not shown; & = joins results of further samples. A portion of the library. The share of hits here may be higher or lower than overall.

Structure,LEDGF integ inh,PRMT1 inh,TCR-CD3 inh,UHRF1 binding,mABHD4 FP,PG9 binder,NR1D1 modulator,HTRA1 inhibitor,MBD2 DNA inh,rCAG RNA binder
COc1ccc(-c2cc3ccc(OCc4nn[nH]n4)cc3oc2=O)cc1OC,-1,0,-2,0,-16,1.9,-2,-3,-11,35*
COc1ccc(CN2CCCC(C(=O)c3ccc(Cl)cc3)C2)cc1Cn1cccn1 (configuration not stated),1,0,6,2,2,0.1,1,-10,-3,-9
CCN(CC)CCCNC(=O)c1cn(CC(C)C)c(=O)c2c1c1ccccc1n2C,0,0,1,-1,1,-0.7,-1,7,-4,1
Cn1cc(Cc2ccc(C(=O)NC34CC5CC(CC(C5)C3)C4)cn2)c2ccccc21,4,-3,0,-2,26,0.8,-1,·,-4,7
CCN(CC)S(=O)(=O)c1ccc(NC(=O)c2ccccn2)cc1,-3,0,5,-3,1,-1.4,6,2,-1,-1
O=C(Nc1ncc2c(n1)CC(c1ccco1)CC2=O)c1ccc(Cl)cc1 (configuration not stated),1,18,-2,0,13,1.0,-2,-4,3,4
CCCN1CCN(C(=O)c2ccc(S(=O)(=O)N(C)c3ccccc3OC)cc2)CC1,3,-6,5,0,2,-0.6,3,2,-6,-1
O=C(Nc1ccc(OC(=O)c2ccco2)cc1)c1ccco1,0,-2,-1,1,-4,-0.4,-2,-4,-2,2
COc1cccc(NC(=O)Nc2cc(C(=O)NC(C)C)ccc2N2CC3CC(C2)c2cccc(=O)n2C3)c1 (configuration not stated),0,-1,-6,1,-3,-2.4,1,2,-2,-1
Cc1cc(C(=O)COC(=O)c2nccnc2N)c(C)n1C,4,6,-2,-4,4,1.4,-9,0,-3,2
Cc1ccc(C)n1NC(=O)c1ccccc1[N+](=O)[O-],-2,1,6,0,3,-2.2,0,6,0,16
COc1ccc(C(=O)NC(CCSC)C(=O)NC2CC2)cc1 (configuration not stated),2,0,-4,12,0,-2.5,-8,4,3,0
Nn1c(=O)[nH]c2ccccc2c1=O,3,-6,4,0,-5,-0.5,7,-4,-1,1
CCOc1ccc(NC(=O)CSc2nc(N)c(-c3ccccc3)c(=O)[nH]2)cc1,2,0,-10,-2,-2,0.7,-3,-1,-3,2
Cc1csc(SCC(=O)NC23CC4CC(CC(C4)C2)C3)n1,1,-3,8,1,2,-0.2,0,0,-7,-7
CCC1CCCCN1C(=O)Cn1nc([N+](=O)[O-])c(Cl)c1C (configuration not stated),1,0,8,0,2,-1.5,-1,-1,-6,-2
COCCn1c(SCC(=O)N2CCc3ccccc3C2)nc2cc(Cl)ccc2c1=O,3,-2,-4,2,-8,-0.1,5,-8,2,1
CCN(c1ccc(NC(=O)c2cccc(S(=O)(=O)N3CCN(C)CC3)c2)cc1)C(C)C,0,3,-1,-1,-2,-4.1,-1,8,5,-1
CCOc1ccc(OCC(=O)NCc2n[nH]c(=O)c3ccccc23)cc1,1,-3,3,-2,5,-0.2,-9,0,-3,-2
CC(=O)NC1C(=O)N(CCN2CCOCC2)c2ccc(Br)cc21 (configuration not stated),16*,10,3,-3,9,-0.5,3,2,-3,0
COc1ccccc1CNC(=O)CN1c2cccc3cccc(c23)S1(=O)=O,0,-1,3,-3,2,-1.1,-6,-7,-7,6
CCn1c(CNC(=O)c2ccc(OC)c(OC)c2)nnc1SCC(=O)c1ccc(OC)cc1,5,0,3,1,3,-1.2,2,-3,4,-7
COC(=O)c1ccc(CNC(=O)Cn2cnc3c(NCc4ccccc4)ncnc32)cc1,-2,3,-4,-1,-4,-4.2,-2,-3,-1,-1
COc1cccc(CNC(=O)COC(=O)c2c(C)nn(-c3ccccc3)c2Cl)c1,0,1,-2,-3,-6,-1.5,0,-5,1,14
CCOc1ccc(NC(=O)CSc2nnc(Cn3cnc4ccccc43)n2C)cc1,6,0,-2,3,-8,0.3,-3,6,-6,-6
Cc1cc(C(=O)CN2C(=O)C(=O)N(CC(C)C)C2=O)c(C)n1C1CC1,-4,1,3,-2,0,-0.2,5,-10,3,3
Fc1ccc(-c2nc3ccccn3c2NCc2ccc3c(c2)OCO3)cc1,4,-1,-2,1,14,-3.0,-1,2,1,-1
Cc1ccc(-c2c[nH]c(=S)n2-c2ccccc2F)cc1,2,19,3,-3,2,-2.0,0,6,2,-4
CCN(CC)S(=O)(=O)c1ccc(C(=O)NCC(=O)NC2CC2)cc1,2,4,7,0,3,2.1,-2,2,3,-1
Cc1ccc(NC(=O)COC(=O)c2ccc(-n3cccn3)cc2)cc1C,1,-4,2,1,3,13*,-8,-3,-5,1
O=C(NC(=S)Nc1c(Cl)ccc2nsnc12)c1ccco1,7,2,5,-3,-5,-2.1,8,-1,-5,4
Cn1nnnc1SCc1c(F)cccc1F,-1,1,-3,0,-2,-0.6,-2,10,0,4
COc1ccc(S(=O)(=O)N2CCOC23CCN(C(=O)c2ccccc2OC)CC3)cc1,-2,0,3,-1,3,0.0,-7,-3,1,-4
COc1ccc2nc(-c3ccccn3)[nH]c2c1,6,-1,-13,0,-9,-0.8,-5,33,-5,4
COc1ccc(CC(=O)OCC(=O)NC2CCCCCC2)cc1OC,2,-2,2,1,5,-2.3,2,2,-8,-5
CCCN1CCN(c2ncnc3c2nnn3Cc2ccccc2)CC1,4,4,-8,17,-3,0.8,6,9,7,-12
CCc1nnc(NC(=O)CSc2nnc(-c3ccco3)n2C)s1,5,1,-7,6,3,-1.0,-5,0,5,1
N#CNC(=Nc1cccc(F)c1)SCc1ccccc1,-1,-3,-10,3,-9,-3.2,1,-6,-5,13
COc1ccc(CCC(=O)NC(C)c2ccccc2)cc1OC (configuration not stated),-5,0,-2,0,4,0.0,4,6,4,-2
COc1cc(NC(=O)CSc2nc3[nH]ncc3c(=O)n2-c2ccccc2)cc(OC)c1OC,-2,-3,-3,2,-9,-2.6,-3,0,-7,6
c1ccc2c3c(cc(N4CCOCC4)c2c1)OC1(N2CCOCC2)CCCCC1O3 (configuration not stated),4,3,-1,-1,10,0.1,-1,-2,-2,-2
Cc1cc(C)c(C#N)c(Nc2ccccc2Cl)n1,-1,1,-1,2,-1,-1.7,6,-6,-1,3
Cc1ccc(NC(=O)C2C3C=CC(O3)C2C(=O)O)c(C)c1 (configuration not stated),2,37*,-2,2,3,-1.3,5,10,0,1
CC1(C)CCC[C@]2(C)C(CS(=O)c3ccccc3)=C(C=O)CC[C@@H]12 (some centres not stated),-6,1,-4,1,-9,0.5,0,-11,-2,-8
CC(CCc1ccccc1)NC(=O)C1CCC1 (configuration not stated),4,-6,1,-3,-6,-1.5,-4,3,-4,0
O=C(CSc1nc(C2CCCCC2)nc2ccccc12)N1CCCC1,-3,4,2,-3,4,2.8,3,2,-2,-6
CC1=C(C(=O)OCc2ccccc2)C(c2ccc([N+](=O)[O-])cc2)NC(=O)N1CCCC(=O)O (configuration not stated),2,0,2,-2,3,-1.0,9,9,1,12
CCOc1ccc(Cl)cc1-c1cc(C(=O)NCc2ccccc2OC)[nH]n1,-3,0,3,0,-43,-0.2,-2,·,-2,5
CCOC(=O)N1CCN(CC(=O)Nc2cccc(Br)c2)CC1,-3,-1,0,-3,-2,-0.2,3,1,3,-2
Cn1ccc(NC(=O)c2ccc([N+](=O)[O-])cc2)n1,0,0,-1,-1,1,-0.1,2,0,3,3
COc1ccc([C@H]2CC(=O)C=C(/C=C/c3ccccc3)C2)cc1OC,-2,-3,5,1,-16,-4.5,-3,-29,1,-5
Nc1sccc1C(=O)NCCN1CCOCC1,0,10,0,-2,11,-4.1,-2,·,-1,1
Cn1nc(C(=O)OCC(=O)NCCc2ccccc2)c2ccccc2c1=O,-2,-4,-4,1,-2,-1.5,1,2,0,-6
O=C(O)c1ccccc1/C=N/NC(=S)NC1CCCCC1,8,-4,-11,1,-4,-0.7,-3,-5,-1,4
C=CCC(C(=O)OC)(C(=O)OC)c1ccccc1[N+](=O)[O-],1,5,6,-2,8,-0.8,-7,1,-7,2
C=CCOc1nc(-c2ccccc2Cl)nc2ccccc12,3,-4,7,1,-7,-2.5,4,1,4,-2
COc1ccc(NS(=O)(=O)c2ccc3c(c2)oc(=O)n3C)c(OC)c1,3,-3,-4,-1,0,1.4,3,2,-3,4
CC(C)=CCN1CCNC(=O)C1CC(=O)NCc1nc(C)c(C)s1 (configuration not stated),-3,2,1,3,8,-1.0,-5,8,-3,-3
CS(=O)(=O)c1ccc([C@@H](O)[C@@H](CO)NC(=O)C(Cl)Cl)cc1,-2,3,2,0,2,2.0,-5&-2,0,-4,-1
CC(C)CCN1CC(O)=C(c2nc3ccccc3[nH]2)C1=N,-3,-2,4,0,9,-2.2,1,1,-3,-4

(cont.)
Structure,LEDGF integ inh,PRMT1 inh,TCR-CD3 inh,UHRF1 binding,mABHD4 FP,PG9 binder,NR1D1 modulator,HTRA1 inhibitor,MBD2 DNA inh,rCAG RNA binder
CCOc1ccccc1NC(=O)Cn1nnc(C(=O)NCc2ccc3c(c2)OCO3)c1N,1,-4,0,-3,0,-1.7,12,-5,-4,1
N#Cc1ccccc1NC(=S)NC(=O)c1cccnc1,-5,0,10,-1,1,-3.1,0,4,-1,-1
Cc1ccc(S(=O)(=O)N2CCN(CC(=O)N3CCOCC3)CC2)cc1,4,2,10,-3,0,0.0,-6,6,0,-2
O=C(COC(=O)C12CC3CC(CC(Cl)(C3)C1)C2)N1CCCCC1,-3,4,-7,1,0,0.7,1,-6,3,-2
CC(C)(C)OC(=O)NCCCCCc1cn(CC(=O)NCCCCCCCCCCC(=O)N2CCN(C(=O)OC(C)(C)C)CC2)nn1,-1,-3,0,5,-5,-0.5,5,-2,-3,-2
C/C(=N\NC(=O)CN(c1ccc(Oc2ccccc2)cc1)S(C)(=O)=O)C(C)(C)C,-3,3,2,-1,-7,-2.7,-1,-3,0,6
COc1ccc(-c2noc(C(C)NS(=O)(=O)c3ccc(NC(C)=O)cc3)n2)cc1 (configuration not stated),5,-5,-1,1,0,-0.8,2,-1,-3,-2
N#CC1=C(N)OC2=C(C(=O)CCC2)C1C1C=CCCC1 (configuration not stated),-3,0,4,-1,1,-2.5,2,-3,-2,-2
COc1ccc(NC(=O)CSC2=C(C#N)C(c3ccco3)C(C(=O)Nc3nc4ccccc4s3)=C(C)N2)cc1 (configuration not stated),1,9,-2,0,-48,0.8,14,-62,-2,24
COc1ccc(NC(=O)c2sc3nc(N4CCOCC4)c4c(c3c2N)CCCC4)c(OC)c1,-8,15,-4,-1,2,-0.8,8,-18,2,8

Looked up by compound from the list above:
Structure,LEDGF integ inh,PRMT1 inh,TCR-CD3 inh,UHRF1 binding,mABHD4 FP,PG9 binder,NR1D1 modulator,HTRA1 inhibitor,MBD2 DNA inh,rCAG RNA binder
C/C(=N\NC(=O)CN(c1ccc(Oc2ccccc2)cc1)S(C)(=O)=O)C(C)(C)C,-3,3,2,-1,-7,-2.7,-1,-3,0,6
CCOc1ccccc1NC(=O)Cn1nnc(C(=O)NCc2ccc3c(c2)OCO3)c1N,1,-4,0,-3,0,-1.7,12,-5,-4,1
COc1ccc(NC(=O)c2sc3nc(N4CCOCC4)c4c(c3c2N)CCCC4)c(OC)c1,-8,15,-4,-1,2,-0.8,8,-18,2,8

Assay outcomes from PubChem BioAssay.
